# High-throughput results: PubChem, several laboratories
# Rac1 GTP hydrolysis – MgcRacGAP GTPase-activating activity inhibitors, confirmation, biochemical, ADP Hunter fluorescence; MgcRacGAP-stimulated Rac1 GTP hydrolysis, ADP Hunter fluorescence; higher % means a stronger effect; GST-tagged Rac1 F28L mutant substrate; inhibition, % at 30 µM; hits with a dose series show IC50 in µM; hit rate 0.6% among 340,000; AID 624330;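 active means first-screen hits whose inhibition reached a set limit at any dose in the follow-up dose series; inconclusive means inhibition above the set first-screen limit but never retested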;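 further: fluorescence reports GDP produced by GAP-driven GTP hydrolysis; strong numbers were not always called active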
# NS5 inhibitors – flavivirus cap methylation enzyme inhibition – biochemical, confirmation dose response, primary screen (AID 588689); hit rate 0.3% among 340,000; Dengue-2 NS5 methyltransferase capping enzyme assay, biochemical; higher % means a stronger effect; one-dose inhibition, % at 25 µM; IC50 in µM for titrated hits; in the data active means a potency from the dose series; inconclusive means inhibition above about 29% without an active follow-up result
# T cell HTS – modulates CD8 T cell binding to vesicles. 2C CD8+ T cell-vesicle binding, flow cytometry; stronger effect = lower value. calls only at 7 µM. hit rate 0.068% among 330,000;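 active means response, share of CD8 T cells binding vesicles, and their 90th percentile fluorescence all below set limits, cut at about 80% in these data, passing the limit was not always enough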
#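 material = purified 2C TCR transgenic mouse naive CD8+ T cells | controls = Unloaded micro-vesicles (low), QL9 vesicles with 0.7% DMSO (high) | detection = cytometric PE anti-B7-1 and Alexa647 anti-CD8 signals after 1% paraformaldehyde fixation | incubation = binding step 1.5 h, 37 °C, antibody labelling 20 min, ice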
# PhoP inhibition – PhoP-dependent GFP reporter repression – Salmonella Typhimurium, primary screen (AID 1863); hit rate 0.16% among 300,000; S. Typhimurium PhoP-regulated promoter GFP reporter, 4 h; higher % means a stronger effect; inhibition, % at 50 µM; hits with a dose series show IC50 in µM;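 active means inhibition over 29.93%, a cutoff 3 SD above the screen mean, later confirmed by dose response; inconclusive means inhibition over 29.93% but no dose response follow-up; inactive means inhibition at most 29.93% or unconfirmed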;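 further: 0% = low Mg2+ inducing control and 100% = high Mg2+ repressing control; strong numbers were not always called active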
# K1F lysis inhibition – protection from phage-mediated lysis, alamar blue read-out – E. coli UTI89, K1F phage, bacterial capsule biogenesis inhibitors (AID 488966). E. coli UTI89 K1F phage lysis, alamar blue, 2 h; higher % means a stronger effect. hit rate 0.02% among 340,000. one-dose inhibition, % at 100 µM; IC50 in µM for titrated hits;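 active means phage lysis inhibition, versus mean bacterial control, above a set limit; inconclusive means no clear call, values can overlap the other calls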;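 further: capsule biogenesis inhibitors block K1F phage lysis so surviving cells raise fluorescence; higher fluorescence means more inhibition of phage lysis; actives were called in the ten point dose series up to 300 µM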
# RSV CPE inhibition – RSV antiviral activity via CPE protection, HEp-2 cells, primary 10 µM value included (AID 2391); hit rate 0.13% among 310,000; HEp-2 cells, RSV-induced CPE inhibition; higher % means a stronger effect; CPE inhibition, % at 10 µM; hits with a dose series show IC50 in µM; in the data active means a potency from the dose series; inconclusive means CPE inhibition mostly from about 23% at the one dose, without a potency; inactive means the rest, 99 in 100 with CPE inhibition below about 21%; further: strong numbers were not always called active
# NTR1 ag – agonists of NTR1, primary screen, imaging, U2OS cells, beta-arrestin-GFP, high content (AID 493036). hit rate 0.17% among 330,000. NTR1-U2OS beta-arrestin-GFP spot imaging, agonist mode. activation, % at 20 µM;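 active means activation at or above 40% of the spot to cytoplasm intensity ratio, with at least 20 cells analyzed; inconclusive means wells under 20 cells, flagged as cytotoxic or low count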;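 further: 0% = DMSO without peptide and 100% = 100 nM NTR1 peptide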
# Target sequence (P30989 whole entry, looked up): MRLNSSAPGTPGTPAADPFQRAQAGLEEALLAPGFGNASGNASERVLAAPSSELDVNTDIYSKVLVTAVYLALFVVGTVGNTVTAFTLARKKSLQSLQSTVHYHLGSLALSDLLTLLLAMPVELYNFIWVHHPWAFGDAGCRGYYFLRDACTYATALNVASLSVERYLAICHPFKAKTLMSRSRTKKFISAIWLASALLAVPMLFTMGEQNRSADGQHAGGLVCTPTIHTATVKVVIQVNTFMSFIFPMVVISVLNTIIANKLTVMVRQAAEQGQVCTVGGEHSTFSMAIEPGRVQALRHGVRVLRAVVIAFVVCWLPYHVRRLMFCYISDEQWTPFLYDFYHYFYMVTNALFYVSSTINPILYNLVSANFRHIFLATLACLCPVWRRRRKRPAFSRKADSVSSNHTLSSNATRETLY
# West Nile antiviral – West Nile virus antiviral activity, cell-based, CPE readout (AID 1621). CPE inhibition, % at 10 µM, or IC50 in µM where a hit was titrated. hit rate 0.02% among 290,000. West Nile virus-infected cells, CPE inhibition; higher % means a stronger effect; in the data active means a potency from the dose series; inconclusive means CPE inhibition mostly from about 3.7% at the one dose, without a potency; inactive means the rest, 99 in 100 with CPE inhibition below about 2.2%; further: strong numbers were not always called active
# Large T inhibition – TAg ATPase/helicase activity blockers – biochemical (AID 1903). SV40 large T antigen ATPase/helicase inhibition assay; higher % means a stronger effect. inhibition, % at 20 µM, or IC50 in µM where a hit was titrated. hit rate 0.39% among 310,000; in the data active means a potency from the dose series; inconclusive means inhibition mostly from about 32% at the one dose, without a potency; inactive means the rest, 99 in 100 with inhibition below about 32%; further: strong numbers were not always called active
# T cell HTS vesicle-bound % – recorded beside T cell HTS, whose call it bears; double positive events, %; measured here: CD8+ vesicle-bound cell fraction;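 binding gate set so that unloaded-vesicle control wells show 10% double positive cells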
# NTR1 ag cell count 20 µM – second read-out of NTR1 ag, no call of its own (marks repeat the call); cell count; measured here: cell count, cytotoxicity flag
# NS5 inhibitors pilot replicate – further read-out of NS5 inhibitors, marked with its call; inhibition, %; measured here: pilot screen replicate inhibition
# * = called active by the depositor; i = inactive; ? = inconclusive; nt = no result given; [ ] = remark or other dose.
SMILES,Rac1 GTP hydrolysis,NS5 inhibitors,T cell HTS,T cell HTS vesicle-bound %,PhoP inhibition,K1F lysis inhibition,RSV CPE inhibition,NTR1 ag,NTR1 ag cell count 20 µM,West Nile antiviral,Large T inhibition,others
O=C(COC(=O)CNS(=O)(=O)c1c(F)cccc1F)NC(=O)NC1CCCCC1,0%,-4%,i,44,nt,0.5%[50 µM],0.4%,-0.6,57,nt,nt,
O=C(Nc1ccc(-n2cccn2)cc1)C1CCN(Cc2ccsc2)CC1,7%,-8%,i,63,-3%,1.2%[50 µM],-0.1%,0.1,63,-0.4%,5%,
COc1ccccc1NC(=O)CN1CCN(c2ccccn2)CC1,9%,-4%,i,42,-2%,7.2%,0.5%,1.3,44,-0.6%,7%,
FC(F)(F)c1nc(NCc2ccccc2)c2nnn(Cc3ccccc3)c2n1,-3%,0%,i,53,10%,-0.5%,0.7%,5.9,63,-0.1%,0%,NS5 inhibitors pilot replicate=-0.9
COc1ccccc1C(c1nnnn1CC1CCCO1)N1CCC(C(N)=O)CC1 (stereo not given),-3%,-8%,i,21,4%,-0.3%,0.4%,0.2,80,0.3%,14%,
COc1cccc(CN(C)C(=O)CCC(=O)c2cc(Br)ccc2OC)c1,-1%,-15%,i,32,nt,0.1%[50 µM],nt,4.5,51,nt,nt,
COc1ccccc1CCNC(=O)C(=O)NCC1OCCN1S(=O)(=O)c1ccc2c(c1)OCCO2 (stereo not given),12%,-6%,i,10,-3%,-1.1%[50 µM],2.3%,1.0,65,-0.3%,1%,
CCCCN(C(=O)c1ccc(N2C(=O)c3ccccc3C2=O)cc1)c1c(N)n(CC(C)C)c(=O)[nH]c1=O,14%,4%,nt,nt,nt,1.2%[50 µM],nt,0.7,80,nt,nt,
Cc1ccc(C(=O)Nc2nn(C)c3cccc(F)c23)cc1,nt,nt,i,43,3%,nt,3.4%,1.2,44,0.1%,-1%,
COc1ccc(S(=O)(=O)Cc2ccc(C(=O)NC3CCC(C)CC3)o2)cc1 (stereo not given),-1%,-2%,i,6,6%,0.1%,3.6%,1.3,58,-0.7%,4%,
COc1ccccc1OCC(=O)NCC(C)NC(=O)COc1ccccc1OC (stereo not given),3%,2%,i,2,-3%,0.9%[50 µM],-1.3%,-0.3,75,nt,21%,
COc1ccccc1-c1cc(N)n[nH]1,1%,2%,i,49,17%,1.7%,0.7%,-1.4,59,0.8%,9%,
COc1ccc(/C=N/c2oc(-c3ccccc3)cc2C#N)cc1OC,16%,-10%,i,52,13%,-0.3%,3.5%,2.1,54,0.2%,5%,
CCOC(=O)CNc1cccc(C(F)(F)F)c1,5%,-5%,i,33,-2%,-0.2%,0.8%,-0.7,44,0.0%,8%,
O=C(Nc1ccc(Cl)cc1)Nc1ccccn1,10%,-2%,i,66,-1%,-0.6%,3.2%,1.3,45,-0.9%,4%,
CSc1ccccc1NC(=O)C1=CC(c2ccc(C)cc2)=NS(=O)(=O)N1C,10%,-1%,i,23,nt,5.3%,2.4%,-1.5,81,-0.2%,11%,
COc1ccc(Br)cc1C(=O)O,9%,-2%,i,36,-18%,0.9%,2.2%,-1.8,73,1.5%,5%,
Cc1cc(-n2c(SCC(=O)NCc3cccs3)nc3n[nH]c(C)c3c2=N)ccc1Cl,-1%,-5%,i,24,0%,7.3%,2.2%,5.6,88,-0.1%,5%,
COc1ccc(S(=O)(=O)N2CCCCCC2)cc1NC(=O)CN(C)Cc1ccc2c(c1)OCO2,3%,-9%,i,4,nt,-0.1%[50 µM],2.1%,1.2,64,nt,nt,
COCCN(C/C=C/c1ccccc1)C/C=C/c1ccccc1,27%,2%,i,60,-4%,0.3%,0.0%,3.0,44,-1.6%,7%,
O=C(CSc1nnc(CCc2nc3ccccc3[nH]2)n1-c1ccccc1)NCc1ccccc1,9%,-2%,i,58,4%,-0.3%,2.8%,0.1,45,-0.1%,-5%,
Cc1ccc(S(=O)(=O)N2c3ccccc3CC2C)cc1 (stereo not given),nt,nt,i,49,3%,nt,2.2%,1.6,38,-0.9%,2%,
CN(C)c1ccc(C(=O)c2ccccc2C(=O)O)c(O)c1,1%,-1%,i,64,-8%,7.6%,0.8%,1.6,52,0.4%,12%,
Cc1ccc(S(=O)(=O)N2CCC(C(=O)N[C@@H](C)C(=O)Nc3ccc4c(c3)OCO4)CC2)cc1,7%,7%,i,22,13%,0.9%,-1.8%,-2.0,102,-0.5%,6%,NS5 inhibitors pilot replicate=0.9
CC1CCCCN1CCCNc1ccc(C(CC(N)=O)NC(=O)Cc2ccc(Cl)cc2)cc1[N+](=O)[O-] (stereo not given),2%,-6%,i,6,-9%,-0.4%,-0.2%,-2.8,61,0.8%,21%,
CCN(CC)CCCNC(=O)Cn1cc2c(n1)CCC(C)C2 (stereo not given),-3%,0%,i,66,2%,-0.4%,0.3%,-1.1,43,0.5%,14%,
Cc1cccc(N2CCN(c3ccc(N4C(=O)CCCC4=O)cc3[N+](=O)[O-])CC2C)c1 (stereo not given),10%,6%,i,25,-8%,5.7%,7.2%,0.4,43,-0.3%,5%,
Clc1ccc(SCCCCN2CCNCC2)cc1,22%,-8%,i,60,25%,0.5%,0.2%,-0.6,87,-0.4%,8%,
CC(=O)NC1=NN(C(C)=O)C(C)(c2ccc(Br)cc2)S1 (stereo not given),7%,-12%,i,56,3%,0.2%,-0.7%,0.9,59,-0.9%,8%,
COc1cccc(OC)c1C(=O)Nc1ccc(S(=O)(=O)Nc2cc(C)nc(C)n2)cc1,6%,-4%,i,60,3%,2.8%,4.7%,-0.1,74,0.3%,21%,
COCCN(C(=O)COC(=O)c1cccc2ccccc12)c1c(N)n(Cc2ccccc2)c(=O)[nH]c1=O,8%,-5%,i,46,-3%,0.1%,0.3%,0.7,80,0.4%,5%,
CN(Cc1ccccc1)C(=O)CCSc1nc(-c2ccc3c(c2)OCO3)cc(C(F)(F)F)n1,14%,9%,i,16,-1%,0.0%,4.8%,2.0,31,0.4%,12%,
O=C(Nc1cccc(CCc2ccccn2)c1)c1cc(F)c(F)cc1Cl,6%,-1%,i,31,2%,2.0%[50 µM],4.6%,0.5,41,-1.3%,15%,
Cc1ccc(C(=O)CNc2cc(C)ccc2C)cc1,7%,-4%,i,50,-1%,1.1%,2.2%,-0.8,63,0.1%,-10%,
O=[N+]([O-])c1ccc2c(c1)[nH]c(=S)n2-c1ccccc1,-48%,-1%,i,36,6%,-1.6%,-1.3%,2.0,53,-0.2%,4%,
CCOc1ccc(-c2ccc(SCC(=O)NCC3CCCO3)nn2)cc1 (stereo not given),6%,-1%,i,36,-10%,0.2%,8.0%,1.6,74,-0.4%,1%,
Cc1ccc(S(=O)(=O)N2CCCCC2)cc1NC(=O)CSc1nnc(N)s1,4%,12%,i,29,-12%,0.8%,1.8%,2.2,40,-0.4%,4%,
CC(=O)c1cccc(NS(=O)(=O)c2ccc(N/C=C/C(=O)c3ccc(F)cc3)cc2)c1,5%,-7%,i,6,3%,1.0%[50 µM],4.6%,6.2,70,2.2%,6%,
Cc1oc2cc3oc(=O)c(CCC(=O)NC4CC4)c(C)c3cc2c1C,10%,-3%,i,46,nt,-1.1%,0.6%,1.0,110,0.3%,nt,
CC(=O)c1cccc(N2C(=O)CC(N3CCN(S(=O)(=O)c4ccccc4F)CC3)C2=O)c1 (stereo not given),10%,4%,i,14,nt,-2.0%,nt,2.7,41,nt,nt,
C=CCOCCN1C(=O)C2C3C=CC(C2C1=O)C1C2C(=O)N(CCOCC=C)C(=O)C2C31 (stereo not given),-33%,-2%,i,23,3%,-0.3%,2.6%,1.0,92,0.4%,7%,
CN(C)S(=O)(=O)Oc1ccccc1C(=O)Nc1ccc(F)cc1F,5%,-3%,i,56,0%,1.3%,1.9%,-2.3,77,-0.5%,7%,
COc1cccc(C(=O)/C=C/Nc2ccc(S(=O)(=O)Nc3ncccn3)cc2)c1,1%,12%,i,46,-14%,2.3%,2.4%,0.9,54,0.9%,2%,
CC(NC(=O)C1CC12CCC2)c1ccccc1 (stereo not given),6%,-4%,i,54,-5%,-0.1%,1.0%,-0.2,90,-0.9%,7%,
Cc1ccc(S(=O)(=O)c2c(C)nn(C(C)(C)C)c2OC(=O)c2cccs2)cc1,6%,-1%,i,30,7%,0.7%,11%,0.7,57,-0.2%,7%,
Cc1ccc(C(=O)NC(=S)N2CC(C)OC(C)C2)cc1[N+](=O)[O-] (stereo not given),-2%,-10%,i,16,4%,9.7%,0.6%,-1.1,55,nt,1%,
COc1ccc(C(=O)N(C)C2CCCN(Cc3ccccc3F)C2)cc1C (stereo not given),20%,5%,i,52,-6%,-0.3%,-0.4%,0.1,60,-1.3%,-20%,
COc1ccc2oc(-c3cccc(NC(=O)CSc4ccc(Cl)cc4)c3)nc2c1,-1%,3%,i,13,-19%,0.2%,6.0%,8.5,37,-0.5%,6%,
NC(=O)CSc1nc2ccccc2c(=O)n1-c1ccccc1,11%,nt,i,60,-7%,2.0%,2.5%,-1.7,53,0.6%,9%,
COC(=O)c1cc(N=Nc2c(C)[nH]c3ccccc23)cc(C(=O)OC)c1,10%,-10%,i,17,3%,0.1%[50 µM],11%,6.3,76,-0.1%,2%,
CCOC(=O)Cc1c(C)nc2c(-c3ccc(Cl)cc3)c(C)nn2c1C,0%,7%,i,54,-3%,-0.6%,0.6%,-1.0,85,-1.2%,1%,
CCCN(CC(=O)Nc1ccccc1C)C(=O)c1cccc(S(=O)(=O)N2CCN(c3ccccc3)CC2)c1,8%,1%,i,59,1%,0.5%[50 µM],?,1.0,61,nt,8%,
O=[N+]([O-])c1ccc(O)c(/C=N/Nc2ccccn2)c1,2%,-1%,i,45,17µM*,1.9%,-1.2%,nt,nt,?,-4%,
